Source: PubChem
Vif-APOBEC3F blk = qHTS for Inhibitors of Vif-A3F Interactions: qHTS | HeLa A3F-eYFP + Vif (tagged APOBEC3F with the HIV-1 protein that degrades it), YFP fluorescence increase | Potency, µM (doses to about 46.1 µM), for the others: top-dose activity, negative = active | actives 0.2% (n = 390,000); further: potency means the concentration at half of the fitted maximal effect; % of control where 0% means no effect; nearly all actives have a fitted effect of over 65% in size
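HeLa cells stably expressing A3F-eYFP plus Vif, plated and incubated overnight at 37 deg C, then exposed to compounds overnight at 37 deg C. Blocked degradation read as raised yellow fluorescence (Ex 488/Em 500-530).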
GRP78 ERSR act = qHTS for Inducers of the Endoplasmic Reticulum Stress Response (ERSR) in Human Glioma: qHTS; U87-MG GRP78 promoter luciferase reporter, 16 h; AID 602332, 2012; Potency, µM, without a hit: at the top dose activation, most hits filed as activators; actives 0.02% (n = 420,000); further: potency means the concentration at half of the fitted maximal effect; series mostly up to about 76 µM; % of control where 0% means no effect; nearly all actives have a fitted effect of over 35% in size
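Stably transfected U87-MG human glioma cells carrying a GRP78-based luminescent sensor were seeded at 1000 cells/well, pin-dosed with compounds and incubated 16 h. Luciferase reagent was then added, and end-point luminescence was read after 10 min at room temperature.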
LDHA inh = qHTS assay for inhibitors of human lactate dehydrogenase; L-lactate dehydrogenase A chain (Homo sapiens), P00338; purified LDHA, NADH/diaphorase-resazurin fluorescence; hits give low values; activity change, % (values are at about 110 or 230 µM); actives 0.15% (n = 480,000); AID 1347041, 2019; in the data active means activity change below about -30%; inconclusive means mostly about -25% to -30%;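 further: plate controls were DMSO wells for no effect and wells without enzyme for full effect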
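Human LDH5 at 2 nM final in Tris HCl pH 7.4 with 0.06 mM NADH and 0.2 mM pyruvate, reacted 5 minutes at room temperature. Remaining NADH coupled via diaphorase/resazurin; resorufin fluorescence read at 0 and 20 minutes, normalized to enzyme-free and DMSO wells.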
Vif-APOBEC3G blk = qHTS for Inhibitors of Vif-A3G Interactions: qHTS; DNA dC->dU-editing enzyme APOBEC-3G (Homo sapiens), Q9HC16; HeLa A3G-eYFP + Vif (tagged APOBEC3G with the HIV-1 protein that degrades it), YFP fluorescence, overnight; Potency, µM (top dose mostly 46.1 µM), without a hit: top-dose activity, negative = active, actives largely listed as inhibitors; actives 0.076% (n = 410,000);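 further: potency means the concentration at half of the fitted maximal effect; on the % scale 0 is the no-effect control and ±100 the full control effect; nearly all actives have a fitted effect of over 60% in size; hits raise eYFP signal because A3G escapes Vif-driven loss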
Target sequence (Q9HC16 whole entry, looked up): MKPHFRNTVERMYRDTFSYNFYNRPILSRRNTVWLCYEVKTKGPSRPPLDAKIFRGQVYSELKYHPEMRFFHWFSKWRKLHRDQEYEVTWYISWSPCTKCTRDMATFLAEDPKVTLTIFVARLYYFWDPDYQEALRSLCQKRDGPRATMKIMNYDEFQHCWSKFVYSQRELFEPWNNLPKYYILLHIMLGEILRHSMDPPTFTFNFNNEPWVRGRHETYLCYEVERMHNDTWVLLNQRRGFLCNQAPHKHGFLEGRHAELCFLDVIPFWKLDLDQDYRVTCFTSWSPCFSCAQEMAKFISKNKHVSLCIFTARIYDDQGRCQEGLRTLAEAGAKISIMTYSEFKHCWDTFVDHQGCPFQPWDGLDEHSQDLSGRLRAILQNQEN
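HeLa cells stably expressing Vif and C-terminally eYFP-tagged A3G, seeded overnight at 37 deg C, then exposed to compound by pintool overnight at 37 deg C. Rise in yellow fluorescence (Ex 488/Em 500-530, Acumen) marks blocked Vif-driven A3G degradation.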
mIDH1 inhibitor = qHTS for Inhibitors of mutant isocitrate dehydrogenase 1 (IDH1): qHTS | Isocitrate dehydrogenase [NADP] cytoplasmic (Homo sapiens), O75874 | IDH1-R132H enzyme, NADPH consumption, diaphorase/resazurin fluorescence | actives 0.093% (n = 390,000) | Potency, µM (top dose mostly 76.6 µM), without a hit: at the top dose activity change, negative = inhibition, most hits filed as inhibitors; further: potency means the concentration at half of the fitted maximal effect; on the % scale 0 is the no-effect control and ±100 the full control effect; nearly all actives have a fitted effect of over 65% in size
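IDH1-R132H (0.5 ug/mL) preincubated 30 min with compound, then NADPH (0.016 mM) and alpha-KG (2 mM) added; 80 min at RT, pH 7.5. Remaining NADPH coupled via diaphorase/resazurin to fluorescence (540/590 nm); concentration-response curves normalized to no-enzyme control.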
RGS4 inh = Inhibitors of Regulator of G Protein Signaling (RGS) 4: qHTS | Regulator of G-protein signaling 4 (Homo sapiens), P49798 | Transcreener GDP fluorescence polarization, RGS4-accelerated GTP hydrolysis | Potency, µM (highest dose often 114 µM), without a hit: at the highest dose activity change, negative = inhibition, hits mostly inhibitors | actives 0.039% (n = 390,000); further: potency means the concentration at half of the fitted maximal effect; on the % scale 0 is the no-effect control and ±100 the full control effect; nearly all actives have a fitted effect of over 75% in size; some results filed as inactive show a strong effect at the top dose
Target sequence (P49798 whole entry, looked up): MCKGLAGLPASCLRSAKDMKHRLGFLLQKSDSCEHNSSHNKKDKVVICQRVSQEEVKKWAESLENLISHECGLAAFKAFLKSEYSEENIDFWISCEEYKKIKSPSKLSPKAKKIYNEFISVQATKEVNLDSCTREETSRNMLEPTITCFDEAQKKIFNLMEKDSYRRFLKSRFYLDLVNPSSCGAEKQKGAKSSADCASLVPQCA
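MLSMR compounds (23 nl, pin-transferred) preincubated 10 min at room temperature with a 500nM (2x) first reagent, then RGS4 at 900nM (2x) plus Transcreener GDP mix added; fluorescence polarization (620/688 nm) read before and after 90 min at 30 °C.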
TrxR1 inh = qHTS Assay for Inhibitors of Mammalian Selenoprotein Thioredoxin Reductase 1 (TrxR1): qHTS; actives 1% (n = 390,000); Potency, µM (doses to about 114 µM), for the others: at the highest dose activity change, negative = inhibition, hits mostly inhibitors; Thioredoxin reductase 1, cytoplasmic (Rattus norvegicus), O89049; recombinant rTrxR1, NADPH fluorescence consumption, selenite substrate; further: potency means the concentration at half of the fitted maximal effect; on the % scale 0 is the no-effect control and ±100 the full control effect; nearly all actives have a fitted effect of over 65% in size
Target sequence (O89049 whole entry, looked up): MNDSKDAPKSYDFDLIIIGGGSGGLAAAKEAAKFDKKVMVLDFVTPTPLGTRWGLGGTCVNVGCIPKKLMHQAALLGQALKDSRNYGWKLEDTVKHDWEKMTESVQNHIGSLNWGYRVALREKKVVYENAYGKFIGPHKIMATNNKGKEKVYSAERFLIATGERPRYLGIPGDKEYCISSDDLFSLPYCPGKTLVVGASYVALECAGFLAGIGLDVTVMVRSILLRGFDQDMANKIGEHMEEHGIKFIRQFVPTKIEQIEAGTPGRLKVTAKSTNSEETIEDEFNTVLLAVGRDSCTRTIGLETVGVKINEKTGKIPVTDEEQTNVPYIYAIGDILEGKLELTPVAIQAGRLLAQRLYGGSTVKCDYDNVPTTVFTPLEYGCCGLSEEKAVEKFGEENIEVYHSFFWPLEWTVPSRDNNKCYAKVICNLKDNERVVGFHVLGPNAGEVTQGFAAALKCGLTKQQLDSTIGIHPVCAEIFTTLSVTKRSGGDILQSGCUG
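Rat TrxR1 (90 nM in the dispensed reagent) was pre-reduced with 400 uM NADPH for 5 min at room temperature, then incubated with compound for 15 min. After 400 uM selenite was added, NADPH fluorescence (Ex 340/Em 450 nm) was followed for 8 min.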
USP1-UAF1 inh = Inhibitors of USP1/UAF1: Primary Screen; actives 0.23% (n = 390,000); recombinant USP1/UAF1, Ub-Rhodamine cleavage fluorescence; Ubiquitin carboxyl-terminal hydrolase 1 (Homo sapiens), O94782; Potency, µM (doses to about 57.1 µM), without a hit: at the highest dose activity change, negative = inhibition, most hits filed as inhibitors; further: potency means the concentration at half of the fitted maximal effect; on the % scale 0 is the no-effect control and ±100 the full control effect; nearly all actives have a fitted effect of over 60% in size; inactives centre near -12
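In this screen, compounds sit with the deubiquitinase complex (1nM) for 15 min at room temperature before Ub-Rho is added at 150nM final. Fluorescence rise is then followed for 6 reads every 60 seconds.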
TrxR1 substrate = qHTS Assay for Substrates of Mammalian Selenoprotein Thioredoxin Reductase 1 (TrxR1): qHTS; AID 588456, 2011; Potency, µM (doses to about 114 µM), without a hit: at the top dose activity change, negative = substrate turnover; Thioredoxin reductase 1, cytoplasmic (Rattus norvegicus), O89049; purified TrxR1 substrate turnover, NADPH consumption readout; actives 0.01% (n = 390,000); further: potency means the concentration at half of the fitted maximal effect; on the % scale 0 is the no-effect control and ±100 the full control effect; nearly all actives have a fitted effect of over 50% in size
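Rat TrxR1, dispensed at 90 nM, was prereduced with 400 uM NADPH (final) for 5 min at ~22 deg C, then incubated with compound 15 min before 400 uM selenite. A first-read NADPH fluorescence drop versus no-compound background flagged substrates.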
The depositor's hits bear a star; ? = inconclusive; . = not tested or not shown; & = joins results of further samples; [ ] = dose if it differs, or a comment. Unless noted, the call rests on the fitted dose curve; in most records, active means well fitted curve in the direction sought with a large enough effect; inconclusive means small, poorly fitted or top-dose-only effect, or another doubt; inactive means no such curve, though single readings can be large; an effect the other way counts as inactive or inconclusive. Not all compounds are listed (hit frequency here may not be typical).

SMILES	Vif-APOBEC3F blk	GRP78 ERSR act	LDHA inh	Vif-APOBEC3G blk	mIDH1 inhibitor	RGS4 inh	TrxR1 inh	USP1-UAF1 inh	TrxR1 substrate
N/C(=N\O)c1ccncc1	-2%	0%	-8	0%	-7%	3%	8%[57.1 µM]	-8%	5%
CCc1ccc(C(=O)CCC(=O)Nc2cccc(S(=O)(=O)N3CCCCC3)c2)cc1	-13%	-2%	-4	-6%	3%	3%	16%	-12%	-2%
CCc1sc(-c2cc3ccccc3oc2=O)nc1-c1ccc(C)cc1	.	-2%	1	-2%	.	12%	2%	.	18%
CC1C=CCC2C(=O)N(c3ccccc3OC(=O)c3ccco3)C(=O)C12 (stereo unspecified)	3%	-5%	-3	0%	6%	-11%	10%	-16%	7%
CC(C)CN(C(=O)c1ccc(N2CCCC2=O)cc1)C1CCS(=O)(=O)C1 (stereo unspecified)	5%	-6%	-6	0%	0%	3%	6%	-25%	1%
CSc1cc(-c2ccccc2)[nH]c(=O)c1C#N	-5%	1%	-3	0%	-6%	-15%	17%	-24%	10%
Cc1cccc(C)c1NC(=O)CN(C)C(=O)[C@H](C)NC(=O)c1ccco1	10%	5%	-5	-3%	8%	-7%	-9%	3%	-20%
COc1cccc(N(CC(=O)NCC2CCCO2)C(=O)CNS(=O)(=O)c2ccccc2)c1 (stereo unspecified)	12%	-1%	-3	-5%	-10%	6%	-9%[57.1 µM]	-12%	-6%[57.1 µM]
COc1ccc(S(=O)(=O)Nc2c(O)c3ccccc3oc2=O)cc1	7%	0%	-10	1%	-9%	23%	-2%	3%	-11%
CCOC(=O)c1sc(NC(=O)c2ccccc2OC)nc1C	-4%	-3%	1	-1%	5%	-16%	10%	-29%	26%
COC(=O)c1ccccc1NC(=O)CN1CCN(c2ccccn2)CC1	8%	-5%	0	3%	22%	30%	4%	-18%	-1%
CCN(CCS(=O)(=O)c1ccc(Cl)cc1)Cc1nc2ccccc2c(=O)[nH]1	-20%	-5%	-4	-2%	5%	7%	?	-23%	0%
CCCCNC(=S)N1CCN(CC)CC1	-3%	-3%	-13	6%	0%	-8%	10%	-15%	5%
CCN(C(=O)COC(=O)c1ccc(C)c(S(=O)(=O)N2CCCCC2)c1)C1CCS(=O)(=O)C1 (stereo unspecified)	-5%	-3%	-4	-4%	3%	6%	5%	-24%	2%
NC(=O)c1nsc(C(=O)N(Cc2ccccc2Cl)C(C(=O)NCC2CCCO2)c2ccc(O)cc2)c1N (stereo unspecified)	1%	-1%	-6	-5%	-18%	12%	4%	-12%	14%

Exported in markdown: part of the list above
| smiles | Vif-APOBEC3F blk | GRP78 ERSR act | LDHA inh | Vif-APOBEC3G blk | mIDH1 inhibitor | RGS4 inh | TrxR1 inh | USP1-UAF1 inh | TrxR1 substrate |
| --- | --- | --- | --- | --- | --- | --- | --- | --- | --- |
| COc1cccc(N(CC(=O)NCC2CCCO2)C(=O)CNS(=O)(=O)c2ccccc2)c1 (stereo unspecified) | 12% | -1% | -3 | -5% | -10% | 6% | -9%[57.1 µM] | -12% | -6%[57.1 µM] |
| COc1ccc(S(=O)(=O)Nc2c(O)c3ccccc3oc2=O)cc1 | 7% | 0% | -10 | 1% | -9% | 23% | -2% | 3% | -11% |
| CCOC(=O)c1sc(NC(=O)c2ccccc2OC)nc1C | -4% | -3% | 1 | -1% | 5% | -16% | 10% | -29% | 26% |
| COC(=O)c1ccccc1NC(=O)CN1CCN(c2ccccn2)CC1 | 8% | -5% | 0 | 3% | 22% | 30% | 4% | -18% | -1% |
| CCN(CCS(=O)(=O)c1ccc(Cl)cc1)Cc1nc2ccccc2c(=O)[nH]1 | -20% | -5% | -4 | -2% | 5% | 7% | ? | -23% | 0% |
| CCCCNC(=S)N1CCN(CC)CC1 | -3% | -3% | -13 | 6% | 0% | -8% | 10% | -15% | 5% |
| CCN(C(=O)COC(=O)c1ccc(C)c(S(=O)(=O)N2CCCCC2)c1)C1CCS(=O)(=O)C1 (stereo unspecified) | -5% | -3% | -4 | -4% | 3% | 6% | 5% | -24% | 2% |
| NC(=O)c1nsc(C(=O)N(Cc2ccccc2Cl)C(C(=O)NCC2CCCO2)c2ccc(O)cc2)c1N (stereo unspecified) | 1% | -1% | -6 | -5% | -18% | 12% | 4% | -12% | 14% |

Additional structures
SMILES	Vif-APOBEC3F blk	GRP78 ERSR act	LDHA inh	Vif-APOBEC3G blk	mIDH1 inhibitor	RGS4 inh	TrxR1 inh	USP1-UAF1 inh	TrxR1 substrate
O=S(=O)(Nc1cc(Cl)ccc1N1CCOCC1)c1ccccc1Cl	-1%	-3%	-10	-26%	-20%	10%	11%	-16%	0%
CN(C)S(=O)(=O)c1cccc(NC(=S)N/N=C/C(=O)c2ccccc2)c1	-1%	-3%	-3	0%	0%	-42%	0%	-11%	-2%
Cc1ccccc1NC(=S)N1CCN(c2ccccc2)CC1	-13%	-2%	-4	-12%	14%	-14%	12%	-15%	4%
Cc1ccc(S(=O)(=O)Nc2c3ccccc3nc(=O)n2-c2ccccc2)cc1	-6%	-5%	-4	-1%	2%	24%	-1%	-7%	-1%
CCCCn1c(=O)[nH]c(=O)c2c1nc(-c1ccc(OC)c(Br)c1)n2CC(C)C	-18%	-1%	1	0%	5%	-1%	28%	-12%	23%
CC(C)NS(=O)(=O)c1ccc(OCC(=O)NC2CCCCCC2)cc1	4%	-3%	-13	0%	2%	18%	12%[57.1 µM]	-25%	7%[57.1 µM]
CC(C)(C)c1ccc(C(=O)NCCC(=O)NCc2cccs2)cc1	-3%	0%	-6	-2%	14%	-73%[56.9 µM]	25%[57.1 µM]	-13%	3%[57.1 µM]
CCN(CC)S(=O)(=O)c1ccc(S(=O)(=O)N2CCCC2C(=O)O)cc1 (stereo unspecified)	-10%	-3%	-5	-1%	3%	11%	-2%	5%	4%[57.1 µM]
COc1ccc(-c2cccc(C3CC=CC4C3C(=O)N(Cc3ccccc3)C4c3ccc4ccccc4c3)c2)cc1 (stereo unspecified)	0%	-4%&-3%	-3	1%&3%	0%	-11%&1%	8%	-31%	3%
C=C1CCN(CC(=O)OC)S(=O)(=O)c2ccccc21	3%	-2%&-5%	0	-4%&0%	1%	-2%&11%	?	-30%	-1%&-4%
CC(=O)c1ccc(NC(=O)COCc2cc(-c3ccco3)on2)cc1	2%	-3%	4	3%	2%	12%	-13%	-11%	1%
CCOc1ccc(C2CC(=O)Nc3nc(SCc4ccccc4C)[nH]c(=O)c32)cc1OC (stereo unspecified)	?	0%	-14	?	-6%	1%	-14%	-14%	-8%
COc1ccc(C(=O)Nn2c(C)nc3ccccc3c2=O)cc1Br	0%	-4%	-6	0%	6%	4%	32%	-6%	3%
COc1ccc(NC(=O)c2nnn(CC(=O)Nc3ccccc3OC)c2N)c(OC)c1	2%	-6%	-15	1%	-8%	7%	16%	-19%	30%
COCCCNC(=O)c1cc(-c2cccnc2)nc2ccc(S(=O)(=O)N3CCC(C)CC3)cc12	0%	-5%	-12	2%	-16%	1%	16%[57.1 µM]	-20%	-7%[57.1 µM]
O=[N+]([O-])c1ccc2nc(CO)[nH]c2c1	.	-5%	.	-4%	.	.	-2%	.	1%
Cc1nnc(SCc2ccc(CC(=O)O)cc2)o1	-3%	0%	-3	0%	9%	-25%	5%[57.1 µM]	-18%	13%[57.1 µM]
CCOC(=O)CSc1nc2ccc(NC(C)=O)cc2s1	-8%	6%	0	2%	10%	-18%[11.4 µM]	8%[57.1 µM]	-19%	-7%[57.1 µM]
CCOc1ccc2c(c1)s/c(=N\S(=O)(=O)c1ccc(OC)cc1)n2C(F)F	3%	-9%	-4	2%	1%	-4%	21%	-19%	5%
CCOC(=O)c1c(C)[nH]c(NC(=O)NNC(=O)c2ccccc2Cl)c1C	6%	-2%	-3	0%	-7%	-17%	13%	-11%	3%
OC(CCc1ccncc1)COc1ccccc1 (stereo unspecified)	0%	-3%	4	5%	0%	13%	13%	-21%	3%[57.1 µM]
CSc1ccccc1C(=O)Nc1ncn[nH]1	-19%	-1%	0	-1%	0%	?	22%	-14%	4%
Cc1ccc(S(=O)(=O)NN=CC2(c3ccccc3)CC2)cc1	9%	-2%	1	5%	0%	.	.	-14%	.
